14-3-3g Raf – modulators of 14-3-3 gamma protein binding, primary screen, biochemical, fluorescence polarization; 160,000 tested, 0.19% active; AID 422, 2006; 14-3-3 protein gamma (Homo sapiens), P61981; FP, 14-3-3gamma / TMR-pS259-Raf peptide binding; inhibition, % at 40 µM; in the data active = inhibition above about 30%;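 also: 0% = protein plus tracer without compound and 100% = blank with tracer alone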
Target sequence (P61981 whole entry, looked up): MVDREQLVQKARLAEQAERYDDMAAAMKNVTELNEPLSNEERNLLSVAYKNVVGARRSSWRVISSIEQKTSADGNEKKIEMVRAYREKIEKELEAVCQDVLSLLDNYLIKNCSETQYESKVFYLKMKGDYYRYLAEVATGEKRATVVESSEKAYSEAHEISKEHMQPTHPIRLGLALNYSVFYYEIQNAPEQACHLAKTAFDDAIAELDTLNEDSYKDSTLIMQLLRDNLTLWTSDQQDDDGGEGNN
* marks the source's active call; other numbers are inactive results; & = joins results of further samples. A portion of the library; rates above refer to the full screens.

mol | 14-3-3g Raf
Cc1ccc(N=Cc2c(O)cc(C)c(Cl)c2C)cc1C | -76.0
CCOC(=O)c1c(CN(C)C)oc2cc(CN(C)C)c(O)c(CSc3ccccc3)c12 | -2.2
CC(=O)NCCc1ccc(S(=O)(=O)NCc2ccc3c(c2)OCO3)cc1 | -1.7
CC(C)C1C(C#N)=C(N)SC(N)=C1C#N | -4.0
CCN(CC)S(=O)(=O)c1ccc2oc(C(=O)NCCc3ccccc3)c(C)c2c1 | -10.9
CCCOC(=O)C(C)Oc1ccc2c(=O)c(Oc3ccc(CC)cc3)coc2c1 (stereo unspecified) | -15.9
O=C(NC1CCCC1)c1ccc(Sc2ccc(F)cc2)c([N+](=O)[O-])c1 | -7.4
COc1ccc(C(=O)Nc2nc3ccc([N+](=O)[O-])cc3s2)cc1[N+](=O)[O-] | -5.8
Cc1ccc(-c2nnc(SCC(=O)N3c4ccccc4NC(=O)C3(C)C)n2N)cc1 | -2.8
COC(=O)c1ccc2c(=O)n(Cc3ccc4c(c3)OCO4)c(SCC(=O)Nc3ccc(C)cc3)nc2c1 | -1.2
Cc1c(C)n(CC(O)CNc2ccc(I)cc2)c2ccccc12 (stereo unspecified) | -6.3
CCCCNC(=O)c1nn(-c2ccccc2OC)c(=O)c2ccccc12 | -1.2&0.1
COC(=O)C1=CN(C)C=C(C(=O)OC)C1c1cccc(O)c1 | -13.3
COc1ccc(Nc2nnc(-c3cc4c(ccc5ccccc54)oc3=O)s2)c(OC)c1 | -18.2
NC(=O)c1oc2ccccc2c1NC(=O)CCc1ccccc1 | 0.1
O=C(Oc1ccc(N2C(=O)CCC2=O)cc1)c1ccco1 | -2.5
CCc1ccc(NC(=O)c2nn3c(c2Br)NC(c2ccccc2)CC3C(F)(F)F)cc1 (stereo unspecified) | -6.3
COCCOC(=O)C1=C(C)NC2=C(C(=O)CC(C)(C)C2)C1c1cc2c(cc1[N+](=O)[O-])OCO2 (stereo unspecified) | -1.4
COc1ccc(C2C(C(=O)Nc3cc(Cl)c(OC)cc3OC)CCC(=O)N2c2ccc(OC)cc2)cc1 (stereo unspecified) | -0.9
O=C(Nc1cc(=O)c2ccccc2o1)c1ccc(Cl)cc1 | -113.1
O=C(Nc1nc(-c2cc3ccccc3oc2=O)cs1)c1cc(=O)c2ccccc2o1 | -7.1
O=C(CSc1nc2ccccc2c(=O)n1Cc1ccc2c(c1)OCO2)NCC1CCCO1 (stereo unspecified) | -4.5
C=CCOc1ccc(-c2cc(C(F)(F)F)c(C#N)c(SCC=C)n2)cc1 | -23.0
O=C(Nc1cccc(NC(=O)c2sc3ccccc3c2Cl)c1)c1cccc(Cl)c1 | 3.7
COc1cc(Cl)c(C)cc1NC(=O)c1cc(S(=O)(=O)N2CCCCCC2)ccc1F | -34.7
C#CC1CN(Cc2ccccc2)CC(C#C)N1C (stereo unspecified) | 9.4
COC(=O)C1(C(F)(F)F)N=C2C=CC(C)=CN2C(c2ccc(F)cc2)=N1 (stereo unspecified) | -4.2
CC1CCN(CCCNC(=O)C2c3ccccc3C(=O)N(C)C2c2c[nH]c3ccccc23)CC1 (stereo unspecified) | 1.6
C=CCn1c(=O)[nH]c2cc(C(=O)N3CCN(c4ccccc4)CC3)ccc2c1=O | -0.9
CCOC(=O)C1=C(C)NC2=C(C(=O)C(C(=O)OCC)C(c3cccc(OC)c3)C2)C1c1cc(C)sc1C (stereo unspecified) | 7.2
Cc1occc1-c1nnc(SCC(=O)N2CCOCC2)o1 | 3.0
CS(=O)(=O)N(Cc1ccccc1)c1ccc(C(=O)Nc2ccc(CC#N)cc2)cc1 | -5.9
Cc1ncc(CO)c2cc(C(=O)Nc3cccc(C(F)(F)F)c3)c(=Nc3ccccc3)oc12 | -0.8
COc1cccc(C2CC(c3ccc(C(C)C)cc3)n3nc(N)nc3N2)c1 (stereo unspecified) | -0.7
O=c1c(-c2ccc(O)cc2)coc2cc(O)cc(O)c12 | 0.9
CCOc1ccc(C2CC(=O)c3c([nH]c(C(=O)OC)c3C)C2)cc1OC (stereo unspecified) | -0.6
Cc1cc(SCC(=O)NC(=O)NCc2ccco2)nc2ccccc12 | -16.9
Oc1c(CN2CCCCC2)cc(Br)c2cccnc12 | -2.6&7.7
CCc1ccc(N=Cc2ccccc2)cc1 | -0.5
Cc1cccc(NC(=O)CCS(=O)(=O)c2cccc3nsnc23)c1 | 4.7
COc1ccccc1C(=O)Nc1ccc(S(=O)(=O)N2CCCCC2c2cccnc2)cc1 (stereo unspecified) | -19.3
Cc1cc(NC(=O)CSc2cn(CCNC(=O)c3ccc(Cl)cc3)c3ccccc23)no1 | -0.4
Cc1cc(C(F)F)n2ncc(C(=O)NC3CCCCCC3)c2n1 | 6.7
CCOc1cccc(C2CC(c3ccc(C)cc3)=NC(CC(C)C)N2)c1O (stereo unspecified) | 4.9
COc1ccccc1CNC(=O)CN1C(=O)CC(C)(C)Sc2ccccc21 | 1.5
c1ccc2c(c1)[nH]c1c(N3CCN(C4CCCCC4)CC3)ncnc12 | -3.2
CCOc1ccc(NS(=O)(=O)N(C)C)cc1 | -0.9
Cc1ccc(C)c(N2CCN(C(=O)c3cn(C4CCCC4)c(=O)c4c3c3ccccc3n4C)CC2)c1 | -2.2
COc1ccc(NC(=O)Cn2nnc(C(=O)NCc3cccc(OC)c3)c2N)cc1 | 1.8
COc1ccc(-c2noc(-c3ccc(OC)c(OC)c3)n2)cc1OC | -24.7
COCCNC(=O)CCc1nc(-c2ccccc2)no1 | -2.1
COc1ccc(NC(=O)c2cc(-c3ccccc3)nc3c(C)cc(Br)cc23)cc1 | -0.8
COc1ccc(OC)c(C2CC(=O)Nc3cc(OC)c(OC)c(OC)c32)c1 (stereo unspecified) | -2.8
CCOc1ccc(NC(=O)Cn2cnc3sc(C)c(S(=O)(=O)N4CC(C)CC(C)C4)c3c2=O)cc1 (stereo unspecified) | -4.5
CC(C)c1cccc(C(C)C)c1NC(=O)c1cncc(Br)c1 | -8.9
CC(Sc1nnc(COc2ccc3ccccc3c2)n1C)C(=O)O (stereo unspecified) | -4.3
COc1cc(C2C(C(=O)Nc3ccc(F)cc3)CCC(=O)N2c2ccc3c(c2)OCO3)cc(OC)c1OC (stereo unspecified) | -7.4
O=C(c1cc(-c2ccc(Cl)cc2)nc2ccc(Br)cc12)N1CCN(C(=O)C2CCCO2)CC1 (stereo unspecified) | 4.9
Cc1cc(C(=O)CN2C(=O)C3CC=CCC3C2=O)c(C)n1-c1ccccc1 (stereo unspecified) | -2.1
CCOC(=O)c1ccc(NC(=O)CC2SC(=Nc3ccc(OC)cc3)NC2=O)cc1 (stereo unspecified) | 0.9

Random excerpt: 2 compounds from above
mol | 14-3-3g Raf
c1ccc2c(c1)[nH]c1c(N3CCN(C4CCCCC4)CC3)ncnc12 | -3.2
CCOc1ccc(NS(=O)(=O)N(C)C)cc1 | -0.9

As entered above.
Cc1cccc(NC(=O)CCS(=O)(=O)c2cccc3nsnc23)c1 | 14-3-3g Raf = 4.7
CC(Sc1nnc(COc2ccc3ccccc3c2)n1C)C(=O)O (stereo unspecified) | 14-3-3g Raf = -4.3
CCOc1ccc(NS(=O)(=O)N(C)C)cc1 | 14-3-3g Raf = -0.9
Cc1ncc(CO)c2cc(C(=O)Nc3cccc(C(F)(F)F)c3)c(=Nc3ccccc3)oc12 | 14-3-3g Raf = -0.8

(next part)
mol | 14-3-3g Raf
CCOC(=O)c1sc2ncnc(N)c2c1C | -11.8
c1ccc(-c2cn3nc(-c4ccccc4)c(-c4ccccc4)nc3n2)cc1 | -56.5
Cc1c2c(nc3nc4ccccc4n13)CC(C)(C)CC2=O | 4.0
CCOc1ccc2nc(N=C(N)N)nc(C)c2c1 | -18.7
C1CCC(N=C(NC23CC4CC(CC(C4)C2)C3)N2CCOCC2)CC1 | -3.6
COC(=O)C(C(=O)NCC1CCCO1)C1CCCC1 (stereo unspecified) | -2.8
CC(C)(C)C(=O)C1C(c2cccnc2)C(C#N)(C#N)C2c3ccccc3C=CN12 (stereo unspecified) | -4.7
COc1ccc(-c2c3c(nn2-c2ccccc2)CC(C)(C)CC3=O)cc1 | 8.6
Cc1c(C(=O)Nc2ccncc2)sc2nc(-c3ccc(F)cc3)cn12 | -2.2
COCCNS(=O)(=O)c1ccccc1[N+](=O)[O-] | 1.9
O=C(NCC1(c2ccccc2)CCOCC1)c1ccc(Br)o1 | -19.1&-9.4
O=C(NCC1CCCO1)c1ccc2c(c1)N(Cc1cccc(F)c1)C(=O)c1ccccc1S2 (stereo unspecified) | -30.9
CCCn1c(=O)c(C(=O)Nc2nnc(C)s2)c(O)c2ccccc21 | -4.0
CCc1ccc(-c2nc3cc(NC(=O)c4cccc(OC)c4)ccc3o2)cc1 | -30.8
CCOc1ccc(CCNS(=O)(=O)c2c(C)cc(C)cc2C)cc1OCC | -7.7
O=C(COC(=O)c1ccco1)NCc1ccco1 | -2.0
CC1CCCCN1C(=O)C1c2ccccc2C(=O)N(C)C1c1cccs1 (stereo unspecified) | -12.4
CCC(C)NC(=O)C(CC(C)C)N1C(=O)c2ccccc2C1=O (stereo unspecified) | 8.2
COc1ccc(F)cc1S(=O)(=O)NC1CC(C)(C)NC(C)(C)C1 | 0.6
Cc1ccc(NS(=O)(=O)c2cc(Br)cc3c2N(C(=O)C2CC2)CC3)cc1 | -9.4
CCc1cccc(C)c1NC(=O)COC(=O)C1CC(=O)N(c2ccc(Br)cc2)C1 (stereo unspecified) | -10.4
CCCCN(C)S(=O)(=O)c1ccc(C(=O)Nc2ccccc2-c2nc3ccccc3o2)cc1 | -5.2
CCC1Oc2ccccc2N(CC(=O)Nc2ccccc2OC)C1=O (stereo unspecified) | -4.8
CCOc1ccc(C(=O)Nc2nc(-c3ccccc3)cs2)cc1[N+](=O)[O-] | -6.8
O=C(C1c2ccccc2Oc2ccccc21)N1CCC(c2ccccc2)C1 (stereo unspecified) | -14.5
COc1ccc(CNC(=O)c2ccc(Sc3ccccc3Cl)c([N+](=O)[O-])c2)cc1 | 3.9
O=C1CCCN1c1ccc(S(=O)(=O)Nc2ccc3c(c2)OCCO3)cc1 | -5.9
CC1(C)CC(=O)C(C(=S)Nc2ccc(F)cc2)=C(NCc2ccccc2)C1 | -2.6
Cc1ccc(CNC(=O)c2c[nH]c3ccc(S(=O)(=O)N4CCC(C)CC4)cc3c2=O)cc1 | -3.1
CCOC(=O)c1ccc(NC(=O)c2sc(N)c(C(=O)OCC)c2C)cc1 | 4.3
COC(=O)c1nc(-c2ccccc2)n[nH]1 | -2.0
CCc1ccc(CNC(=O)c2ccc(Sc3ccc(Cl)cc3)c(NC(C)=O)c2)cc1 | -18.2
CCCCn1c(NC(=O)C2CCCCC2)nc2ccccc21 | 4.7
C=CCn1c(SCC(=O)c2ccc(OC)cc2)nnc1C(C)NC(=O)c1cccs1 (stereo unspecified) | 14.6
COc1cc(OC)c(NC2=NCCCCC2)cc1Cl | -8.1
COc1ccc(S(=O)(=O)Nc2cccc(-c3cn4cccc(C)c4n3)c2)cc1 | -1.2
COCCCNC(=O)Cc1cn(C)c2ccccc12 | 3.4
CC(C(=O)c1ccc(Cl)cc1)[n+]1cccc(Br)c1 (stereo unspecified) | 3.7
Cc1nn(-c2ccccc2)c2sc(C(=O)NC3CCCCC3)cc12 | -10.3
Cc1ccc(C)c(C(=O)CSc2n[nH]c(-c3ccncc3)n2)c1 | 3.6
Cc1ccc(NC(=O)C2CCC(N3C(=O)C4CCCCC4C3=O)CC2)cc1 (stereo unspecified) | -2.1
Cc1ccc(S(=O)(=O)NCCC(=O)NCCN2CCCCCC2)cc1 | 4.3&0.3
COc1ccccc1NC(=O)CSc1nnc(C(F)(F)F)o1 | -11.6
CCOc1ccc(CNC(=O)c2cc(=O)[nH]c3ccc(Br)cc23)cc1OC | -2.0
O=C(NCc1cccc(Cl)c1)c1ccc2c(=O)n(Cc3ccc(Cl)cc3)c(=S)[nH]c2c1 | -3.7
CCSc1nc2ccc(NC(=O)CSc3nc4ccccc4[nH]3)cc2s1 | -38.3
CCCOC(=O)c1ccc(NC(=O)c2ccc(C(C)(C)C)cc2)cc1 | -6.6
COc1cc(C(=O)NCc2ccc(F)cc2)cc(OC)c1OC | 2.5
O=C(CCCC1=NS(=O)(=O)c2ccccc2N1)Nc1cccc2ccccc12 | -12.9
COc1ccccc1Nc1cc(C(=O)NCCCN2CCCC(C)C2)c2ccccc2n1 (stereo unspecified) | -5.7
COc1cccc(NC(=O)CN2C(=O)COc3ccc(Cl)cc32)c1 | 0.5
Cc1cc2cc(CCNC(=O)c3cccs3)c(=O)[nH]c2cc1C | -2.2
Cc1cc(C)n2nc(SCC(=O)Nc3ccc(C)c(Cl)c3)nc2n1 | -6.8
CCCn1nc(CC(=O)O)c2ccccc2c1=O | 0.9
COc1ccc(C2=NN(c3nc(C)c(C(C)=O)s3)C(c3ccco3)C2)cc1 (stereo unspecified) | -109.7
CS(=O)(=O)c1ccc(Cl)c(S(C)(=O)=O)c1 | 4.3
Cc1ccc(NC(=O)CC(NCCN2CCOCC2)C(=O)O)cc1Cl (stereo unspecified) | -7.2
CCOC(=O)C1=C(C)NC(=O)CC1c1cc(OC)c(OC)cc1Br (stereo unspecified) | -1.6
COc1cccc(-n2ccnc2SCC(=O)Nc2ccc(Br)cc2)c1 | 1.9
COc1ccc(OC)c(C2C(=O)N(C3CCC(C)CC3)CC(=O)N2Cc2ccc(F)cc2)c1 (stereo unspecified) | -1.8

Further results follow.
mol | 14-3-3g Raf
CCn1c(-c2ccc(N)cc2)nc2ccccc21 | -0.3
CCOC(=O)C1=C(CSc2nc3c(cc2C#N)CCC3)OC(N)=C(C#N)C1c1ccccc1 (stereo unspecified) | -5.2
O=C1C2C3C=CC(C3)C2C(=O)N1c1ccc(Br)cc1 (stereo unspecified) | -3.7
CCCNC(=O)CCN1C(=O)c2ccccc2C1=O | -0.1
COc1ccc(NC(=O)Cn2c(=O)n(Cc3ccc4c(c3)OCO4)c(=O)c3ccccc32)c(OC)c1 | -6.3
CC(C)OCCCNc1nc(-c2ccc(Cl)cc2)nc2ccccc12 | 2.5

High-throughput results: PubChem, Emory University Molecular Libraries Screening Center
